Compound activity from PubChem.
M1 PAM: potentiates human M1 receptor response to acetylcholine | activation, % at 3 µM | CHO-K1 hM1, Fluo-8 calcium fluorescence, ACh EC20; 0% = ACh EC20, 100% = maximal ACh | P11229 | hit rate 0.088% among 360,000 | AID 588819; in the data active = activation above about 19%, passing the limit was not always enough
M4 antag: antagonists of human muscarinic M4 receptor (CHRM4); P08173; CHO-hM4 cells, ACh EC80, Fluo-8 calcium fluorescence; inhibition, % at 3 µM; hit rate 0.73% among 360,000; AID 624125;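 active = inhibition above its plate's cutoff, the mean inhibition of sample wells plus 3 SD, cut at about 27% in these data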;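 note: 0% = acetylcholine EC80 with DMSO and 100% = DMSO without agonist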
M4 ag: agonists of human muscarinic M4 receptor (CHRM4); P08173; CHO-K1 hM4/Gqi5, Fluo-8 calcium fluorescence; vehicle 0%, full acetylcholine response 100%; activation, % at 3 µM; hit rate 0.14% among 360,000; AID 624127;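 active = activation above the run mean over all test wells plus 3 SD, cut at about 32% in these data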;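 note: peak over basal fluorescence ratio per well then scaled between controls; 0% = DMSO wells and 100% = acetylcholine at EC100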
TAAR1 agonist: agonists of human TAAR1; Q96RJ0; CHO RD-HGA16 TAAR1, Fluo-8 calcium fluorescence; vehicle wells 0%, saturating PEA agonist 100%; activation, % at 3 µM; hit rate 0.99% among 360,000;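 active = activation above the mean activation of all test compounds in the run plus 3 SD, cut at about 38% in these data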
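System: CHO-derived RD-HGA16 cells with stable Gα16 and human TAAR1 / Times: 17-24 h plating, Fluo-8 75 min 37 °C, 30 min RT / Technique: calcium-sensitive Fluo-8 signal, excitation 470-495, emission 515-575 nm / Measure: % activation relative to PEA EC100 response / Benchmarks: DMSO and PEA EC100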
M1 antag: human CHRM1 antagonism; P11229; CHO-K1 hM1, Fluo-8 calcium fluorescence, ACh EC80 antagonist; inhibition, % at 3 µM; hit rate 1.3% among 360,000; AID 588852;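 active = percent inhibition above its own plate's cutoff, namely the mean of that plate's compound wells plus 3 SD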;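 note: peak over basal fluorescence ratio during 140 s after agonist addition; 0% = ACh EC80 plus DMSO and 100% = DMSO alone without agonist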
CHRM5 antagonist: antagonists of human muscarinic M5 receptor (CHRM5) | P08912 | CHO-hM5 cells, Fluo-8 calcium fluorescence, ACh EC80 | inhibition, % at 3 µM | hit rate 0.59% among 360,000;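 active = inhibition above a per-plate cutoff, the mean of that plate's test compounds plus 3 SD, cut at about 27% in these data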;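 note: 0% = acetylcholine EC80 with DMSO and 100% = DMSO without agonist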
Target sequence (P08912 whole entry, looked up): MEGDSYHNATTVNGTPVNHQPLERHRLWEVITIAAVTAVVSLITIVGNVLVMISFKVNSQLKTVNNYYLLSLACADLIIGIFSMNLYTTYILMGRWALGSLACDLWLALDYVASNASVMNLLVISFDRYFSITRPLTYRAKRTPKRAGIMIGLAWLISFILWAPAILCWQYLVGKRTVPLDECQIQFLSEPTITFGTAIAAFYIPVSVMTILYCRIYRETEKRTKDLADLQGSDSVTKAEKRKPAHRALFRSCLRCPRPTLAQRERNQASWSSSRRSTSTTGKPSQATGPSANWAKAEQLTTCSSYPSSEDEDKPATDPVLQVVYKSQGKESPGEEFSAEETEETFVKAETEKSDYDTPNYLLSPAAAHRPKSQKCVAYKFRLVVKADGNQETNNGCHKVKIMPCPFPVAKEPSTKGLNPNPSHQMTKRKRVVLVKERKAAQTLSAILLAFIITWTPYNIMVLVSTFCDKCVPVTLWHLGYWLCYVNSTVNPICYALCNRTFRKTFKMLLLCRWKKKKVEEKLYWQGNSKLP
M1 ag: activates human CHRM1 receptor | P11229 | CHO-K1 hM1, Fluo-8 calcium fluorescence, agonist mode; 0% DMSO, 100% acetylcholine EC100 | activation, % at 3 µM | hit rate 0.33% among 360,000;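 active = activation above the run's mean compound activation plus 3 SD, cut at about 16% in these data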;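 note: peak over basal fluorescence ratio within a 140 s kinetic read after compound addition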
CHRM5 agonist: CHRM5 agonism in calcium assay; hit rate 0.19% among 360,000; activation, % at 3 µM; AID 624037; CHO-K1 hM5 cells, Fluo-8 calcium fluorescence; 0% DMSO wells, 100% maximal acetylcholine response;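 active = activation above the run's mean over test compounds plus 3 SD, cut at about 23% in these data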;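 note: signal is peak over basal fluorescence ratio across the kinetic read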
CHRM5 PAM: potentiates acetylcholine response at human M5 receptor; P08912; CHO-K1 hM5, Fluo-8 calcium, ACh EC20 PAM; 0% = ACh EC20, 100% = ACh EC100; activation, % at 3 µM; hit rate 0.3% among 360,000;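 active = activation above the run cutoff, the mean activation of all test compounds plus 3 SD, cut at about 18% in these data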
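Test system: CHO-K1 hM5 cells / Doses: single-point, 3 µM nominal / Times: Post-acetylcholine fluorescence recording 140 s / Technique: Fluo-8 calcium fluorescence / Measure: Max/basal fluorescence ratio as % of EC20–EC100 ACh window / Benchmarks: low control EC20 acetylcholine (0%), high control EC100 acetylcholine (100%) / Replicates: one well per compound, no replicates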
Numbers without * were called inactive. The list is partial; rates above refer to the full screens.

mol | M1 PAM | M4 antag | M4 ag | TAAR1 agonist | M1 antag | CHRM5 antagonist | M1 ag | CHRM5 agonist | CHRM5 PAM
CCc1cc(/C(Cc2csc(C)n2)=N/O)c(O)cc1O | 1 | 7 | 9 | 5 | 3 | 5 | 2 | 8 | -6
Cc1ccc(-c2cc3nc(-c4ccc(Br)cc4)cc(N)n3n2)cc1 | 7 | -3 | 0 | -1 | -6 | 2 | -3 | -2 | -5
COc1cc(S(=O)(=O)NCCCN2CCOCC2)ccc1Cl | -4 | 5 | 0 | 4 | -13 | 0 | -3 | 0 | -4
COc1ccc(NC(=O)Cn2nnc(C(=O)NCCc3ccccc3)c2N)cc1 | 11 | -10 | 1 | 19 | -5 | -1 | -4 | -1 | -4
C=C(C)CSc1nnc([C@@H]2CCCN2)o1 | 0 | 5 | 9 | 1 | 15 | 5 | -3 | 4 | -8
O=P(O)(O)C(O)C(F)(F)C(F)(F)C(F)(F)C(F)F (stereo unspecified) | 10 | -1 | 0 | 7 | -7 | -12 | 0 | 0 | 0
Cc1ccsc1C1C(C#N)=C(N)Oc2n[nH]c(C)c21 (stereo unspecified) | 8 | -5 | 3 | 3 | -5 | 3 | -4 | 0 | 3
CCCc1ccc(-c2c(C)sc(N)c2C#N)cc1 | 6 | 2 | -1 | -3 | -22 | -4 | -5 | -6 | 2
N#Cc1ccc(S(=O)(=O)NCCc2ccncc2)cc1 | 10 | -17 | 2 | 0 | -18 | -18 | -1 | -2 | 7
O=c1cc(-c2ccc(O)cc2)oc2cc(O)cc(O)c12 | -1 | -7 | 1 | 2 | -12 | 3 | -1 | 0 | -7
COc1cc(OC)cc(-c2nc(-c3cccs3)no2)c1 | -2 | 7 | 0 | -1 | -2 | 1 | -4 | 0 | 4
O=C(C1=C(O)C(=O)N(CCN2CCOCC2)C1c1ccc(Br)cc1)c1cc2ccccc2o1 (stereo unspecified) | 7 | 4 | 1 | 0 | -9 | -8 | -1 | -2 | 1
O=S(=O)(Nc1cccc(Cl)c1)c1ccc(-n2cccn2)cc1 | 8 | -14 | 4 | 0 | -11 | 0 | 2 | 8 | -4
O=C(CCC1CCCC1)Nc1ccon1 | 1 | -1 | 0 | -2 | 8 | -1 | -3 | -1 | -2
Cc1ccc(S(=O)OCC(=O)Nc2cc(Cl)ccc2N2CCOCC2)cc1 (stereo unspecified) | -2 | -12 | 1 | -1 | 2 | 6 | -9 | -6 | -5
O=C(Nc1ccccc1OC(F)F)c1ccc(S(=O)(=O)N2CCOCC2)cc1 | 1 | 4 | 2 | 2 | 9 | -12 | -1 | -1 | 10
O=C(CN1C(=O)NC(c2ccccc2)(c2ccccc2)C1=O)NC1CCS(=O)(=O)C1 (stereo unspecified) | 0 | 2 | 0 | 4 | 6 | 9 | -3 | -2 | 8
O=C(COc1ccc(Cl)cc1Cl)NN=C1CCCCC1 | 10 | -1 | 0 | 0 | -4 | 15 | -5 | -2 | -3
Cc1nn2c(-c3ccccc3)ccnc2c1Br | 3 | 0 | 1 | 10 | -3 | -2 | -7 | -2 | 2
CCCn1c(=S)[nH]c2cc(C(=O)N3CCN(C)CC3)ccc2c1=O | -2 | 0 | 2 | 2 | 5 | -12 | -2 | 2 | -2
COc1cccc(N(C(=O)CNC(=O)c2ccco2)C(C(=O)NC2CCCCC2)c2cccnc2)c1 (stereo unspecified) | 10 | -12 | 1 | 1 | -13 | -1 | -3 | -3 | 3
COC(=O)c1sc2ccccc2c1-n1cccc1C(=O)C(=O)Nc1ccccc1 | 1 | -13 | 1 | 22 | -19 | -7 | -3 | -4 | 1
Cc1ccc(C(=O)CCC(=O)OCC(=O)Nc2c(C)nn(-c3ccccc3)c2C)cc1 | -1 | 1 | 12 | 5 | 1 | 8 | -1 | 1 | -6
O=C(Cn1nnc(-c2ccccc2)n1)OC1CCOC1=O (stereo unspecified) | 13 | 3 | 1 | 18 | -10 | -10 | -5 | -2 | 11
CCNc1nc(OC)nc(Oc2ccc(=O)n(-c3ccccc3)n2)n1 | 15 | 3 | 1 | 4 | -23 | 9 | 6 | 0 | -3
CCOc1ccccc1N(C)S(=O)(=O)c1ccc2c(c1)CC(C)N2C(=O)C1CC1 (stereo unspecified) | -6 | -8 | 15 | 5 | 8 | 16 | 0 | -1 | -10
COC(=O)C(CCSC)NC(=O)Cn1ncc2c(=O)oc3ccccc3c21 (stereo unspecified) | 8 | 2 | 0 | 2 | -8 | 2 | -1 | 1 | -4
CC(=O)Oc1ccc(C(=O)Nc2ccccc2NC(=O)c2ccc(OC(C)=O)cc2)cc1 | -3 | 18 | 7 | 4 | 13 | 24 | -3 | 1 | -4

Compounds listed so far that have a halogen:
mol | M1 PAM | M4 antag | M4 ag | TAAR1 agonist | M1 antag | CHRM5 antagonist | M1 ag | CHRM5 agonist | CHRM5 PAM
Cc1ccc(-c2cc3nc(-c4ccc(Br)cc4)cc(N)n3n2)cc1 | 7 | -3 | 0 | -1 | -6 | 2 | -3 | -2 | -5
COc1cc(S(=O)(=O)NCCCN2CCOCC2)ccc1Cl | -4 | 5 | 0 | 4 | -13 | 0 | -3 | 0 | -4
O=P(O)(O)C(O)C(F)(F)C(F)(F)C(F)(F)C(F)F (stereo unspecified) | 10 | -1 | 0 | 7 | -7 | -12 | 0 | 0 | 0
O=C(C1=C(O)C(=O)N(CCN2CCOCC2)C1c1ccc(Br)cc1)c1cc2ccccc2o1 (stereo unspecified) | 7 | 4 | 1 | 0 | -9 | -8 | -1 | -2 | 1
O=S(=O)(Nc1cccc(Cl)c1)c1ccc(-n2cccn2)cc1 | 8 | -14 | 4 | 0 | -11 | 0 | 2 | 8 | -4
Cc1ccc(S(=O)OCC(=O)Nc2cc(Cl)ccc2N2CCOCC2)cc1 (stereo unspecified) | -2 | -12 | 1 | -1 | 2 | 6 | -9 | -6 | -5
O=C(Nc1ccccc1OC(F)F)c1ccc(S(=O)(=O)N2CCOCC2)cc1 | 1 | 4 | 2 | 2 | 9 | -12 | -1 | -1 | 10
O=C(COc1ccc(Cl)cc1Cl)NN=C1CCCCC1 | 10 | -1 | 0 | 0 | -4 | 15 | -5 | -2 | -3
Cc1nn2c(-c3ccccc3)ccnc2c1Br | 3 | 0 | 1 | 10 | -3 | -2 | -7 | -2 | 2
